Screens (PubChem)
M. tuberculosis GlmU: inhibition of mycobacterial GlmU enzyme – biochemical, glucosamine-1-phosphate acetyltransferase (AID 1376); M. tuberculosis GlmU acetyltransferase enzyme assay; higher % means a stronger effect; inhibition, %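 (tested at 30 µM in the primary screen)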, or IC50 in µM where a hit was titrated; 220,000 tested, 0.25% active; in the data active means inhibition above about 13%;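 further: 0% = complete reaction with vehicle and 100% = reaction without substrate; strong numbers were not always called active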
RmlCD inh 1536: blocks M. tuberculosis RmlC and RmlD coupled enzymes | RmlC+RmlD coupled enzyme assay, percent inhibition; primary screen in compound mixtures | inhibition, % at 3.6 µM | 160,000 tested, 0.03% active; in the data active means inhibition mostly above about 34%, no sharp cut-off; further: some results filed as inactive read as strong as hits
Target sequence (P9WH09 whole entry, looked up): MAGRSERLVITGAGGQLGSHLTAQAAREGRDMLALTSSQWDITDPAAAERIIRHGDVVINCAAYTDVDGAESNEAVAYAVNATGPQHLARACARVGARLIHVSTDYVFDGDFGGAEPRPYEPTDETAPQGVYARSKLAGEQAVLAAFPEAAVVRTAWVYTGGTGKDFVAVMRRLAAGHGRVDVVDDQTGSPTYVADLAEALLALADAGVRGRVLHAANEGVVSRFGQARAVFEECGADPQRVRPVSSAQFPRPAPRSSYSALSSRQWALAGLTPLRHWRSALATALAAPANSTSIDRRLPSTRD
Target sequence (P9WH11 whole entry, looked up): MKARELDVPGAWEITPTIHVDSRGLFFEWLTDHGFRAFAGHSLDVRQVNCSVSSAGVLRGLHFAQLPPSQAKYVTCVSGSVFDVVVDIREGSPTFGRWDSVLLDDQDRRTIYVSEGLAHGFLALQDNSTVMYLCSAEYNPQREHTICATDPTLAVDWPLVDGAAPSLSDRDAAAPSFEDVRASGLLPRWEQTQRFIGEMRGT
An asterisk follows results filed as active; nt = no result given. This is a subset, so the mix of outcomes need not match the whole.

SMILES | M. tuberculosis GlmU | RmlCD inh 1536
Cc1ccc(S(=O)(=O)N(C)CC(=O)N2CCc3ccccc32)cc1 | 4.4% | 0.1
CC(C)(C)C1(O)CC(C(F)(F)F)=NN1C(=O)CCCc1ccccc1 (stereo unspecified) | -9.8% | -0.9
O=C(CSc1ccccc1F)NC(=O)NCc1ccco1 | 1.4% | 12.0
Cc1cc(-c2csc(N)n2)c(C)n1Cc1ccco1 | 5.0% | -6.8
CCOc1ncccc1C(=O)OCc1ccc([N+](=O)[O-])cc1 | 2.0% | -7.6
Cc1c(NC(=O)CCN2C(=O)c3ccccc3C2=O)c(=O)n(-c2ccccc2)n1C | -1.2% | 0.0
O=C(N/N=C/c1cn[nH]c1-c1ccccc1)c1ccco1 | -11.4% | -8.1
COC(=O)c1scc(C)c1NC(=O)/C=C/C(=O)O | 1.0% | 39.4
CC(C)c1nnc(NC(=O)CCC(=O)N2CCN(C3CCCCC3)CC2)s1 | 3.4% | 20.2
COC(=O)c1ccccc1NC(=O)NCc1ccccn1 | 0.4% | 7.1
CCOC(=O)c1cccc(NC(=O)CCS(=O)(=O)c2cccc3nsnc23)c1 | nt | 9.0
CCOC(=O)CCc1c(C)nc(-n2[nH]c(C)c(CCO)c2=O)[nH]c1=O | -6.3% | 6.4
CCOC(=O)N1CCN(C(=O)CSc2nc3c(c(=O)n2-c2ccccc2OC)SCC3)CC1 | -3.9% | -0.8
CC(C)(C)NC(=O)c1ccc(NC(=O)C2COc3ccccc3O2)cc1 (stereo unspecified) | 2.7% | nt
CCC(O)CNC(=O)CCc1nnc(C2(c3ccc(Cl)cc3)CCC2)o1 (stereo unspecified) | 1.1% | -20.5
O=C(Nc1ccccc1)c1nn(-c2ccccc2)c(=O)cc1C(F)(F)F | 3.3% | 10.6
C=CCn1c(COc2ccc(Cl)cc2)nnc1SCC(=O)NCC(=O)OCC | -5.0% | nt
COc1ccc(NC(=O)Cc2ccc(-c3ccccc3)cc2)cn1 | 0.3% | nt
CC1CCN(C(=O)COC(=O)CCc2c[nH]c3ccccc23)CC1 | 6.4% | 3.4
CC1(C)CC(=O)C2=C(C1)OC(N)=C(C#N)C21CCN(C(=O)OCc2ccccc2)CC1 | -5.6% | nt
Cc1ccc(C23OC(=O)C(C)(C)C2OC(=O)C3(C)C)cc1 (stereo unspecified) | -7.6% | nt
Cc1cc(S(=O)(=O)N2CCCC2)ccc1OCC(=O)NC1CCCC1 | -3.3% | nt
CS(=O)(=O)N(Cc1ccco1)CC(O)Cn1c2ccccc2c2ccccc21 (stereo unspecified) | -1.0% | 10.4
CCOc1ccccc1N1CCN(S(=O)(=O)c2cccc3nsnc23)CC1 | -2.8% | 0.2
Cc1ccc(S(=O)(=O)N(C)CCCC(=O)NCc2ccc3c(c2)OCO3)cc1 | -3.7% | 17.4
O=C(CCCN1C(=O)/C(=C/c2cccs2)SC1=S)Nc1cccnc1 | -4.5% | 5.0
CCOc1ccc(S(=O)(=O)NCCC(=O)OC(C)C(=O)N2CCc3ccccc32)cc1 (stereo unspecified) | 1.0% | -1.8
Cc1nc2ccccn2c1C(=O)NN=C1C2CC3CC(C2)CC1C3 | 1.9% | 5.3
O=C(NC1CC1)C1CCCN1C(=O)NC1CCCCC1 (stereo unspecified) | -8.2% | -2.0
Cc1ccc(S(=O)(=O)N2CCCOC2CNC(=O)C(=O)NCc2cccnc2)cc1 (stereo unspecified) | 8.0% | 1.4
CCn1c(NC(=O)Nc2ccccc2OC)nc2ccccc21 | -0.7% | nt
CCCCn1c(=O)[nH]c(=O)c2c1nc(-c1ccncc1)n2CCOC | -8.5% | -7.4
Cc1ccsc1/C=N/Nc1nc(=O)[nH]nc1C | -4.7% | -13.1
O=C(Nc1ccccc1)N1CCCC1 | 3.7% | 0.6
Cc1nn(Cc2ccc(Cl)cc2Cl)c(Cl)c1C(=O)NC1CCCc2ccccc21 (stereo unspecified) | 2.5% | -9.6
CC(C)c1nc2n[nH]c(N)c2c2c1CCC2 | -6.1% | nt
CCOC(=O)c1[nH]c2ccc(F)cc2c1NC(=O)C1=COCCO1 | 1.8% | -13.8
Cc1ccccc1Cc1ccc(Cl)nn1 | 2.4% | 1.9
N#Cc1ccccc1S(=O)(=O)c1ccccc1C(=O)Nc1ccccc1 | 1.1% | -0.7
O=C(COc1ccc(S(=O)(=O)NC2CCCCC2)cc1Cl)Nc1ccc2c(c1)OCO2 | 0.1% | 3.8
Cc1c(-c2ccco2)[n+](=O)c2c(n1[O-])CCC2 | 14.9%* | 7.8
Cc1cc(N2CCN(c3ccccc3)CC2)nc(N2CCOCC2)n1 | 2.6% | 10.5
CCOC(=O)C1(C)NC(c2ccc(OC)cc2OC)C2C(=O)N(CC)C(=O)C21 (stereo unspecified) | 8.1% | 3.9
COc1ccc(NC(=O)C2C3C=CC(C3)C2C(=O)NCc2ccco2)cc1 (stereo unspecified) | 1.3% | 6.9
O=C(NCCOc1ccccc1F)c1cc(F)c(F)cc1Cl | 2.2% | 14.8
COc1cc2c(cc1OC)C1=NC(=O)CN1C(SCc1ccccc1C)=N2 | -2.4% | nt
CCOC(=O)/C=C1/N(C)c2ccccc2C1(C)C | 16.4% | nt
Cn1c(CSc2ncccn2)nnc1SCC(=O)N1CCCCC1 | -0.2% | 10.8
O=C(NCCc1ccccc1)c1cc(=O)c2ccccc2o1 | -3.8% | 11.5
CN=c1scc(-c2cccs2)n1/N=C/c1ccc(O)c(O)c1O | 7.4% | 8.0
CCCCCCNc1cc(C)oc(=O)c1C(C)=O | 2.0% | nt
O=C1C(=O)c2ccc(-c3ccccc3)cc2-c2ccccc21 | 3.6% | nt
CCCOC(=O)c1ccc(Oc2c(-c3ccc(OCC)cc3O)n[nH]c2C)cc1 | 6.5% | 6.1
CC(=O)n1c(C=Nc2ccccc2)c(O)c2ccccc21 | -2.3% | nt
COC(=O)c1ccc(NC(=S)NNC(=O)CC(C)C)cc1 | 3.2% | -1.2
CCOC(=O)C1C(=O)CC(C)(O)C(C(=O)OCC)C1c1cccs1 (stereo unspecified) | -4.0% | 16.5
O=C(c1cc(S(=O)(=O)N2CCOCC2)ccc1Cl)N1CCN(c2ccccn2)CC1 | -7.6% | -1.4
Cc1cc(C)cc(-n2nnn(C3C/C(=N/NC(N)=S)C4OCC3O4)c2=S)c1 (stereo unspecified) | -2.7% | -4.6
COc1ccc2[nH]c(=O)c(C(c3nnnn3C(C)(C)C)N(Cc3ccco3)CC3CCCO3)cc2c1 (stereo unspecified) | 0.4% | 4.1
Cc1csc(NC(=O)CSc2nnc(NC(=O)COc3ccc(Cl)cc3)s2)n1 | -0.6% | -11.5

Further results follow:
SMILES | M. tuberculosis GlmU | RmlCD inh 1536
CC(=O)Nc1ccc(SCC(=O)c2cc(C)n(Cc3cccs3)c2C)cc1 | -5.7% | -4.8
Cc1cccc(C)c1NC(=O)C(C)N1CCCCC1 (stereo unspecified) | 7.0% | -11.9
O=C(Nc1ccnc(=O)[nH]1)c1sc2ccccc2c1Cl | 1.6% | nt
COc1cc(CNCCO)ccc1OC1CCCC1 | 1.0% | 48.2
COC(=O)C(NNc1ccccc1)(NC(=O)c1ccccc1F)C(F)(F)F (stereo unspecified) | -7.1% | -2.9
CN(C)S(=O)(=O)c1ccc(-c2csc(N/N=C/c3ccc(O)cc3)n2)cc1 | 8.0% | -4.2
Cc1ccc(S(=O)(=O)N2CCOC2CNC(=O)C(=O)NCc2cccnc2)cc1 (stereo unspecified) | -4.5% | nt
COc1cccc(-c2cc(C(=O)Nc3cccnc3)no2)c1 | 5.8% | 4.5
O=C(Cn1c(SCc2ccccc2)nc2ccccc21)N1CCOCC1 | 1.3% | nt
CN(C)C(/C=C/Nc1ccc(C#N)cc1)=C(C#N)C#N | -0.3% | nt
c1ccc(-c2ccc(Oc3cc(N4CCOCC4)nc(-c4ccccc4)n3)cc2)cc1 | -1.3% | -3.7
O=C(/C=C/c1cc[n+](CC(=O)c2ccc3cccc4c3c2CC4)cc1)c1ccc2cccc3c2c1CC3 | -7.8% | -14.9
COc1ccc(CCNCc2ccc(OC)c(OC)c2OC)cc1 | 5.5% | -13.0
COc1ccccc1NS(=O)(=O)c1cc([N+](=O)[O-])ccc1N/N=C/c1c(C)[nH]c2ccccc12 | -10.6% | 4.4
Cc1ccc(NC(=O)c2ccccc2Cl)c(Cl)c1 | 1.5% | -7.0
Clc1ccc(Cn2ncc3c(NCc4ccco4)ncnc32)c(Cl)c1 | -1.6% | 3.0
CC(CNC(=O)C(C)C)NC(=O)C(C)C (stereo unspecified) | 10.6% | nt
O=C(O)CN=C(NS(=O)(=O)c1ccc(Cl)cc1)c1ccccc1 | -3.9% | 6.5
O=C(O)c1n[nH]c2c1CCCC2 | 2.0% | nt
Cc1cccc(C)c1OC1(c2ccccc2)OC(=O)c2ccccc21 (stereo unspecified) | 0.8% | 24.3
CCCC(=O)NNC(=O)CC(=O)Nc1ccccc1C(=O)O | -1.1% | 7.9
C/C(=N/NC(=O)c1ccoc1C)c1ccc(NC(=O)C2CCCC2)cc1 | 2.1% | 8.2
O=C(OCc1cccnc1)C1=Cc2ccccc2OC1 | -4.9% | -6.6
COc1ccc(CNC(=O)Cc2ccc(OC)c(S(=O)(=O)N3CCOCC3)c2)cc1 | -5.0% | nt
COc1ccc(/C(C)=N/OCC(=O)N=Nc2c(O)[nH]c3ccccc23)cc1 | -1.1% | -3.0
COCCOC(=O)c1c(NC(=O)CNc2ccc(C)c(F)c2)sc(C(N)=O)c1C | -1.6% | 49.0
COc1ccc(NC(=O)c2cnc3sccn3c2=O)cc1 | 0.2% | 5.9
Cc1cccc(C(=O)NC(=S)Nc2ccc(N3CCOCC3)cc2)c1 | -2.6% | -11.1
CC(=O)N1N=C(N)SC1c1cccc([N+](=O)[O-])c1 (stereo unspecified) | 2.4% | nt
CC(c1cccs1)N(Cc1ccco1)C(=O)Nc1ccc(Cl)c(Cl)c1 (stereo unspecified) | 2.6% | -1.4

16 entries from above, arranged by heavy-atom count, descending:
SMILES | M. tuberculosis GlmU | RmlCD inh 1536
O=C(/C=C/c1cc[n+](CC(=O)c2ccc3cccc4c3c2CC4)cc1)c1ccc2cccc3c2c1CC3 | -7.8% | -14.9
COc1ccccc1NS(=O)(=O)c1cc([N+](=O)[O-])ccc1N/N=C/c1c(C)[nH]c2ccccc12 | -10.6% | 4.4
c1ccc(-c2ccc(Oc3cc(N4CCOCC4)nc(-c4ccccc4)n3)cc2)cc1 | -1.3% | -3.7
COc1ccc(CNC(=O)Cc2ccc(OC)c(S(=O)(=O)N3CCOCC3)c2)cc1 | -5.0% | nt
Cc1ccc(S(=O)(=O)N2CCOC2CNC(=O)C(=O)NCc2cccnc2)cc1 (stereo unspecified) | -4.5% | nt
COc1ccc(/C(C)=N/OCC(=O)N=Nc2c(O)[nH]c3ccccc23)cc1 | -1.1% | -3.0
O=C(Cn1c(SCc2ccccc2)nc2ccccc21)N1CCOCC1 | 1.3% | nt
Cc1cccc(C(=O)NC(=S)Nc2ccc(N3CCOCC3)cc2)c1 | -2.6% | -11.1
COc1ccc(CCNCc2ccc(OC)c(OC)c2OC)cc1 | 5.5% | -13.0
O=C(O)CN=C(NS(=O)(=O)c1ccc(Cl)cc1)c1ccccc1 | -3.9% | 6.5
COc1cccc(-c2cc(C(=O)Nc3cccnc3)no2)c1 | 5.8% | 4.5
COc1ccc(NC(=O)c2cnc3sccn3c2=O)cc1 | 0.2% | 5.9
CN(C)C(/C=C/Nc1ccc(C#N)cc1)=C(C#N)C#N | -0.3% | nt
Cc1ccc(NC(=O)c2ccccc2Cl)c(Cl)c1 | 1.5% | -7.0
CC(CNC(=O)C(C)C)NC(=O)C(C)C (stereo unspecified) | 10.6% | nt
O=C(O)c1n[nH]c2c1CCCC2 | 2.0% | nt

New compounds follow:
SMILES | M. tuberculosis GlmU | RmlCD inh 1536
Cc1ccc(CSCC(=O)NCCCN2CCOCC2)cc1 | 3.0% | nt
CC(=O)N/C(=C\c1ccc(F)cc1)C(=O)NC(C(=O)O)C(C)C (stereo unspecified) | -0.8% | -12.4
c1cc2c(cc1-n1cnnn1)OCO2 | -0.3% | 5.2
COc1ccc(C)cc1NC(=O)C(OC(=O)CNC(=O)c1cccc(F)c1)c1ccccc1 (stereo unspecified) | 0.3% | -10.5
O=C(Cn1cnc2ccccc2c1=O)Nc1nnc(SCc2ccccc2)s1 | -3.0% | nt
O=C(Nc1cccnc1)c1scc2c1OCCO2 | 1.0% | 19.7
COc1cc(OC)cc(C(=O)NCC(=O)OCC(=O)c2cc(C)n(Cc3ccco3)c2C)c1 | -2.7% | nt
CCOCCCNC(=O)c1ccc2c(=O)n(CCCOCC)c(=S)[nH]c2c1 | 7.6% | 70.3
O=C(CSCc1c(Cl)cccc1Cl)Nc1ccc2c(c1)OCCO2 | 1.4% | nt
CCCN1CNC(=S)N(c2ccc(C)cc2C)C1 | 0.1% | 8.1
